Mtb BioA inh: inhibitors of Mycobacterium tuberculosis BioA enzyme | purified M. tuberculosis BioA enzyme, plate reader | inhibition, % at 9.99 µM | 360,000 tested, 0.096% active | AID 602481; in the data active = inhibition above about 40%; inconclusive = no clear call, values can overlap the other calls
Rv3671c protease: inhibitors of M. tuberculosis serine protease Rv3671c; P9WHR9; inhibition, % at 5.96 µM; 320,000 tested, 0.048% active; AID 2606; in the data active = inhibition above about 38%;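 also: extracellular domain of Rv3671c used as enzyme; 0% = enzyme with DMSO and 100% = no enzyme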
Target sequence (P9WHR9 whole entry, looked up, the tested form may be a part): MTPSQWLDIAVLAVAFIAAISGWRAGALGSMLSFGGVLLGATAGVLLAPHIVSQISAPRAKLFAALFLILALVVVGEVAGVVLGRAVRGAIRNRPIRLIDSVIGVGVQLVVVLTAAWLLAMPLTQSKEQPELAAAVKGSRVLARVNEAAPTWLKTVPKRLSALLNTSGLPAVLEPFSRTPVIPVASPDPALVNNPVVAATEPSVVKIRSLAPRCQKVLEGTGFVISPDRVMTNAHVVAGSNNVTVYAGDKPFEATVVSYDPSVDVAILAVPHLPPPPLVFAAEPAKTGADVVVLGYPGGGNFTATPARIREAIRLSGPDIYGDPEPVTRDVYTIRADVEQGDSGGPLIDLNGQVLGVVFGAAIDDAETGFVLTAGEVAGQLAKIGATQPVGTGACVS
Mtb UGM inh: blocks M. tuberculosis UGM enzyme | 320,000 tested, 0.06% active | AID 504406 | purified UGM, fluorescence polarization probe displacement | inhibition, % at 10 µM | P9WIQ1; in the data active = inhibition above about 10%, passing the limit was not always enough; inconclusive = no clear call, values can overlap the other calls
FBA Mtb inh: inhibits M. tuberculosis FBA enzyme; purified M. tuberculosis FBA, fluorescence read-out; inhibition, % at 1 µM; 360,000 tested, 2.3% active; AID 588726; in the data active = inhibition above about 27%;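 also: 0% = vehicle and 100% = reference inhibitor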
Target sequence (P9WQA3 whole entry, looked up): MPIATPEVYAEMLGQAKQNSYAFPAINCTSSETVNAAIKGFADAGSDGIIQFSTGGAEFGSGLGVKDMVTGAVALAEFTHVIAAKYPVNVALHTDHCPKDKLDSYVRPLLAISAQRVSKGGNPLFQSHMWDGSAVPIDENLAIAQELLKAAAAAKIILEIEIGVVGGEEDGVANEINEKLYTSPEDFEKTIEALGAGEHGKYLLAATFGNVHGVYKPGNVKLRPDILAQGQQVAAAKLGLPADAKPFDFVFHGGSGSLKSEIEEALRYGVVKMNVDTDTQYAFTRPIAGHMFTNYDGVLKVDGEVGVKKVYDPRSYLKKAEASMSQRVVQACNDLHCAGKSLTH
FadD28 binding: M. tuberculosis FadD28 bisubstrate binding inhibition; FadD28 bisubstrate probe binding, fluorescence polarization; inhibition, % at 12.5 µM; 360,000 tested, 0.22% active; AID 588549; in the data active = inhibition above about 8.5%, passing the limit was not always enough; inconclusive = no clear call, values can overlap the other calls
GDH-TPI inh: GDH-TPI coupled enzyme inhibition counter-screen; AID 588335; 360,000 tested, 1.2% active; GDH-TPI coupled enzyme counterscreen, NADH absorbance; inhibition, % at 4.8 µM;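 also: 0% = DMSO wells and 100% = wells lacking the enzyme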
VHR inh abs: DUSP3 (human) phosphatase inhibition; P51452; recombinant VHR phosphatase, pNPP absorbance; inhibition, % at 13.3 µM; 290,000 tested, 0.52% active; AID 1654; in the data active = inhibition above about 50%; also: some compounds called inactive have numbers as strong as hits
Target sequence (P51452 whole entry, looked up): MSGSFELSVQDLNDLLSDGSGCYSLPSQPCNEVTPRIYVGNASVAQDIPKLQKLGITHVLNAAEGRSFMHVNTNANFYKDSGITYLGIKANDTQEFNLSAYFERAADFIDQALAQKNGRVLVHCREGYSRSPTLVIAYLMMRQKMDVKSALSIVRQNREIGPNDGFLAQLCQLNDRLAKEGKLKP
BoNT F protease: inhibitors of Botulinum neurotoxin F light chain protease; Multiplex microsphere protease cleavage assay, flow cytometry; inhibition, % at 10 µM; 360,000 tested, 0.22% active; AID 588497; in the data active = inhibition above about 35%, passing the limit was not always enough; inconclusive = no clear call, values can overlap the other calls; also: plate controls were buffer without enzyme for full effect and enzyme alone for no effect
MazEF act: MazEF (E. coli) toxin RNase activation; FAM/BHQ RNA-DNA oligo cleavage fluorescence, 5 h; activation, % at 20 µM; 350,000 tested, 0.32% active; in the data active = activation above about 50%
Target sequence (P0AE70 whole entry, looked up): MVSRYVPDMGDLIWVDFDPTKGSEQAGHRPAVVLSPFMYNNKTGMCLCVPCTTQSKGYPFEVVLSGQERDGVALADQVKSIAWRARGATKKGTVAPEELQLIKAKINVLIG
CCHFV vOTU inh: CCHFV vOTU protease inhibition. Pep-AMC fluorescence. inhibition, % at 11.5 µM. 370,000 tested, 0.55% active; also: 0% = vehicle wells with enzyme and 100% = no enzyme wells
The depositor's hits bear a star; u = inconclusive; x = no result given. Rule as the data show it, unless noted: active = inhibition above about 30%; inactive = the rest.

SMILES	Mtb BioA inh	Rv3671c protease	Mtb UGM inh	FBA Mtb inh	FadD28 binding	GDH-TPI inh	VHR inh abs	BoNT F protease	MazEF act	CCHFV vOTU inh
COC(=O)CSc1nccc(C)n1	x	0	2.5	-6	-2.8	2	22	-1	-3	-9
CCOc1ccc(NC(=O)CN2C(=O)NC(C)(c3ccc(OC(F)F)cc3)C2=O)cc1 (stereo not drawn)	-0.9	5	0.4	2	-0.7	4	2	7	3	12
COc1ccc(/C(O)=C2/C(=O)C(=O)N(CCCN3CCOCC3)C2c2ccc(C)cc2)cc1 (stereo not drawn)	-0.6	x	1.9	3	-3.5	0	1	2	6	3
O=C(O)c1cc2ccccc2cn1	-1.0	x	x	4	-3.1	10	x	-2	5	0
CC(c1nc2ccccc2c(=O)[nH]1)N1CCCN(S(=O)(=O)c2ccc(F)cc2)CC1 (stereo not drawn)	1.1	-11	-1.2	3	0.0	9	x	-3	9	-3
Cc1cc(O)cc(=O)n1CCc1ccccc1	-2.7	-2	1.1	-2	1.4	3	11	u	12	16
Cn1c(=NC(=O)CS(=O)(=O)c2ccccc2)sc2cc([N+](=O)[O-])ccc21	x	5	-1.9	-1	-1.9	5	x	-18	-2	0
Fc1ccc(OCc2nc(-c3cccs3)no2)cc1	-0.4	7	-1.9	0	-0.8	-1	22	-3	-1	-8
CCN(CC)CCNC(=O)C(C)c1nn(C)c(=O)c2ccccc12 (stereo not drawn)	0.3	-5	1.7	2	-4.2	3	27	3	2	5
N=c1c(C(=O)NCc2ccco2)cc2c(=O)n3ccccc3nc2n1CCc1ccccc1	x	-4	-0.8	126*	-2.2	9	22	x	7	-56
CC(O)C1CCC2C3CCC4CC(O)CCC4(C)C3C(=O)CC12C (stereo not drawn)	-0.2	x	x	1	-1.5	-3	x	-2	2	4
CCn1c(=O)n(CC)c2cc(S(=O)(=O)N3CCC(c4ccccc4)CC3)ccc21	1.8	5	1.5	2	-1.1	7	-4	-5	4	17
CCOC(=O)N1CCN(Cc2cn3ccccc3n2)CC1	-2.7	3	-2.5	1	-1.8	5	12	-5	9	-4
CN(c1ccccc1C(=O)Nc1ccc(S(=O)(=O)N2CCOCC2)cc1)S(C)(=O)=O	x	-3	-0.7	-1	-0.9	10	-4	-1	1	0
CC(C)c1ccc(NC(=O)COc2nncc3ccccc23)cc1	x	-8	2.7	-3	-0.3	6	18	-7	-2	-14
Cc1ccc(S(=O)(=O)N(C)C)cc1NC(=O)[C@H](Cc1ccccc1)N1C(=O)c2ccccc2C1=O	x	-12	x	1	-2.3	-3	-4	-5	2	8
COc1ccc(C(C)(C)C)cc1NC(=O)COC(=O)c1cnc(C)cn1	-1.2	-3	0.8	1	0.1	2	12	4	7	-17
CN(c1ccccn1)c1ncnc2[nH]ncc12	-2.3	4	0.2	1	-1.2	2	32	-3	0	-9
CC(Sc1nnc(Cc2cccs2)n1C)C(=O)Nc1ccc(C(N)=O)cc1 (stereo not drawn)	-0.9	x	x	3	2.7	3	x	-4	-5	-1
CC1(C)OC(=O)C(=Cc2ccc(-c3ccc(S(N)(=O)=O)cc3)o2)C(=O)O1	-0.5	0	-2.1	13	2.0	21	32	-2	30	1

A portion of the results above, as a working copy:
SMILES	Mtb BioA inh	Rv3671c protease	Mtb UGM inh	FBA Mtb inh	FadD28 binding	GDH-TPI inh	VHR inh abs	BoNT F protease	MazEF act	CCHFV vOTU inh
Cn1c(=NC(=O)CS(=O)(=O)c2ccccc2)sc2cc([N+](=O)[O-])ccc21	x	5	-1.9	-1	-1.9	5	x	-18	-2	0
Fc1ccc(OCc2nc(-c3cccs3)no2)cc1	-0.4	7	-1.9	0	-0.8	-1	22	-3	-1	-8
CCN(CC)CCNC(=O)C(C)c1nn(C)c(=O)c2ccccc12 (stereo not drawn)	0.3	-5	1.7	2	-4.2	3	27	3	2	5
N=c1c(C(=O)NCc2ccco2)cc2c(=O)n3ccccc3nc2n1CCc1ccccc1	x	-4	-0.8	126*	-2.2	9	22	x	7	-56
CC(O)C1CCC2C3CCC4CC(O)CCC4(C)C3C(=O)CC12C (stereo not drawn)	-0.2	x	x	1	-1.5	-3	x	-2	2	4
CCn1c(=O)n(CC)c2cc(S(=O)(=O)N3CCC(c4ccccc4)CC3)ccc21	1.8	5	1.5	2	-1.1	7	-4	-5	4	17

(list continues)
SMILES	Mtb BioA inh	Rv3671c protease	Mtb UGM inh	FBA Mtb inh	FadD28 binding	GDH-TPI inh	VHR inh abs	BoNT F protease	MazEF act	CCHFV vOTU inh
COCCNC(=O)/C(C#N)=C\c1ccc(CNC(=O)C(=O)Nc2ccc(C)c(C)c2)o1	x	-3	-1.7	-1	-2.9	22	4	1	9	13
COc1ccc(/C=C2\SC(=S)N(NS(=O)(=O)c3ccccc3)C2=O)c(OC)c1	-12	x	3.7	-11	1.7	9	-2	9	-12	6
COc1cccc(CN2CCCC(N3CCc4ccccc4C3)C2)c1O (stereo not drawn)	-0.7	0	-0.9	-1	-1.0	5	12	u	13	-5
CN(C)/N=C/c1ccc([N+](=O)[O-])cc1[N+](=O)[O-]	x	2	2.5	1	-1.8	-3	4	18	3	-9
COc1ccccc1N(C)C(=O)c1cc(S(=O)(=O)N2CCCC2)cn1C	-1.2	5	1.3	2	-0.5	1	21	-4	2	10
O=C(CC1S/C(=N/N=C/c2c[nH]c3ccccc23)NC1=O)Nc1ccccc1 (stereo not drawn)	x	-4	-3.6	-4	-4.6	47*	0	-4	14	25
CC(C)c1ccc(N(CC(=O)NCc2cccnc2)S(=O)(=O)c2ccccc2)cc1	1.0	-1	-3.1	1	-5.2	-2	22	1	10	17
CC(O)(c1ccc(F)c(F)c1)c1nc(-c2cccc(C#N)c2)cs1 (stereo not drawn)	1.0	x	x	1	-1.3	12	x	-4	x	5
COc1ccc(OCC(=O)Nc2cccc(-c3nc4ccccc4[nH]3)c2)cc1	-0.8	-67	1.6	2	-22	4	17	-3	-3	-8
COc1ccc(-c2nc3ccccn3c2Cl)cc1	2.2	-7	-0.5	25	-2.8	6	32	1	-3	-8
CSc1nc(N2CCN(c3ccccc3)CC2)cc(N2CCN(c3ccccc3)CC2)n1	-0.2	1	-0.5	-7	-0.5	-1	12	-12	-4	9
Cc1cccc(N=C2NC(=O)/C(=C/c3cn(C)c4ccccc34)S2)c1	x	-9	1.9	-1	-2.2	4	7	-5	-13	-9
O=C(c1ccc(CS(=O)c2ccccc2Cl)o1)N1CCCCCC1 (stereo not drawn)	1.7	-2	1.3	-9	-3.3	-14	15	-1	-3	9
Cc1cc(Cl)ccc1-c1cc2nc(NCCCN(C)C)n(C)c(=O)c2s1	2.2	x	x	0	-10	5	x	-3	x	2
COC(=O)c1ccc2nc(C3CCCCC3)c(Cc3ccc(C)cc3)n2c1	1.5	x	x	1	-2.8	x	x	-1	x	17
O=C(Cn1cnc2c(nnn2Cc2ccccc2)c1=O)N1CCN(c2ccccc2)CC1	-2.6	5	-2.8	-1	1.0	1	-17	-48	4	1
O=C(CCN1C(=O)C2CC=CCC2C1=O)Nc1cccc(S(=O)(=O)N2CCCCC2)c1 (stereo not drawn)	0.7	-8	-0.3	-2	-1.5	2	x	-3	6	2
CCOc1ccc(NC(=S)NC(=O)c2c(Br)cnn2C)c([N+](=O)[O-])c1	x	3	0.2	1	0.1	2	-14	-9	-2	4
Cc1ccc(S(=O)(=O)N2CCN(C(=O)COC(=O)c3c(C)noc3C)CC2)c(C)c1	0.3	2	-3.1	6	1.6	15	5	6	-8	14
CC(C(=O)N(C)C1CCS(=O)(=O)C1)N1C(=O)/C(=C/c2cccs2)SC1=S (stereo not drawn)	3.4	-12	2.8	-3	-3.6	3	17	0	-1	13
Cc1ccc(NC(=O)c2ncn(CCCNCc3ccccc3)n2)cc1C	0.9	x	x	-1	-4.2	4	x	-5	5	1
CCOc1ccc(C(=O)CCC(=O)Nc2cc(C)ccn2)cc1	-1.9	-9	-1.3	-2	0.6	4	x	x	-7	-1
O=C(COC(=O)c1cc(S(=O)(=O)NCc2ccccc2)ccc1O)NCc1ccccc1	-0.6	-3	2.7	3	-0.7	10	-2	6	-5	6
CCOc1ccc(-c2nc(S(=O)(=O)c3ccccc3)c(N3CCOCC3)o2)cc1	x	4	0.3	4	0.7	0	17	-6	6	-4
CCOCCCn1c(SCC(=O)/C(C#N)=C(\C)N)nc2ccccc2c1=O	-0.7	0	-2.3	-1	-1.3	4	-17	10	0	-20
C=CCN1C(=O)/C(=C/C(=O)OC)S/C1=N\NC(=O)c1ccccc1	0.5	-4	-0.8	1	-5.2	9	25	-52	3	-5
COc1ccccc1C(=O)NC1CC2CCC(C1)N2Cc1ccccc1 (stereo not drawn)	7.2	0	1.2	0	-1.3	-5	-52	29	7	-14
O=C(c1ccccc1)C(Sc1ncn[nH]1)c1ccccc1 (stereo not drawn)	1.5	5	-0.5	1	-3.4	7	22	2	9	-3
COc1ccc(-c2cc3ccccc3nc2N)cc1OC	-1.4	-7	-2.0	5	-1.2	10	27	-10	-1	2
O=C(c1ccccc1)N1CCC2(CC1)OCCO2	-1.5	9	-0.2	1	-2.9	9	17	-7	-2	-11
CC(C)c1ccc(NC2CCCN(C(=O)CN3CCCCC3=O)C2)cc1 (stereo not drawn)	-0.8	x	x	2	1.3	4	x	-4	-5	16
O=C1CC(c2ccccc2)(c2ccccc2)c2ccccc21	x	x	x	-1	-3.4	-11	x	-6	2	12
CC1CCCN(Cc2cnc(Cl)s2)C1 (stereo not drawn)	-0.8	9	-1.7	-1	-3.7	6	-13	7	5	1
CC1C(=O)OC2C1CCC1(C)CCC(=O)C(C)C21 (stereo not drawn)	-0.1	-6	1.9	0	-2.3	-4	-12	0	-5	1
CCOC(=O)c1cn[nH]c1NC(=S)Nc1ccc(Cl)cc1	-2.6	-1	0.8	0	-1.4	13	24	x	4	-6
O=C(Nc1ccc2c(c1)OCO2)C1Cc2c(-c3ccncc3)ccnc2O1 (stereo not drawn)	-1.4	x	x	0	-0.7	14	x	4	x	0
O=S(=O)(c1ccc(OCC(O)CN2CCN(c3ccccc3)CC2)cc1)N1CCOCC1 (stereo not drawn)	0.5	2	1.6	5	-1.5	7	13	-8	-6	-10
CCCc1n[nH]c(=O)[nH]1	1.2	1	-0.3	-2	-5.1	0	-1	8	-2	6
Cc1c(Cl)cccc1NC(=O)CSc1nncn1-c1ccccn1	x	-11	-0.9	1	-0.3	5	20	-2	3	18
COc1cccc(C(NC(C)=O)c2nc(-c3cccc(F)c3)cs2)c1 (stereo not drawn)	2.2	x	x	-2	-3.2	3	x	-5	x	9
O=C(Nc1ccccc1N1CCN(c2ccccc2)CC1)C12CC3CC(CC(C3)C1)C2	0.9	-11	-1.5	-12	-2.7	-4	-9	-35	-2	3
CSCCC1NC2(C(=O)Nc3c(Cl)cccc32)[C@@H]2C(=O)N(C3CCCC3)C(=O)[C@H]12 (stereo partly drawn)	-0.4	-2	0.2	2	-1.9	-10	14	2	-1	-2
O=C(Cn1cccc1C(=O)c1ccccc1)NCCCN1CCc2ccccc2C1	x	0	-3.0	3	-0.7	9	-9	0	5	-7
OCC[C@H]1C[C@H](O)[C@@H](O)[C@]2(Cc3ccccc3CO2)O1	-0.4	-6	4.5	-1	-4.2	0	x	-3	-2	-6
Cc1cc(NC(=O)c2cc(C(C)C)on2)nn1Cc1ccc(Cl)cc1	-0.5	4	0.2	-1	-3.4	1	9	0	-3	2
Cc1c(C(=O)NN2CCOCC2)cccc1[N+](=O)[O-]	x	2	5.0	1	1.5	-3	x	4	-2	-5
CCOC(=O)c1ccc(NC(=O)Cn2nnc(-c3ccccc3)n2)cc1	2.2	1	-0.8	-1	-0.8	-7	8	u	5	6
CCOC(=O)c1ccc(NC(=O)CN2CCN(C(=O)C3CCCO3)CC2)cc1 (stereo not drawn)	-0.2	0	1.6	-1	-0.8	4	4	-2	6	21
N#CC1C=Cc2c(ccc3ccccc23)N1C(=O)c1ccccc1 (stereo not drawn)	x	x	x	5	-1.8	9	x	-3	9	13
Cc1ccc(NC(=O)CN(C)C(=O)Cc2ccccc2F)cc1	-0.2	5	-2.9	1	0.6	-1	24	20	-3	-2
